# dFosB activator = activators of mouse delta FosB homodimer. P13346. purified delta FosB, TAMRA-CDK5 oligo fluorescence polarization; percent of positive-control signal above neutral wells. 0.99% of 340,000 active. activation, % at 25 µM;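 active = mean activation above about 17%, with every replicate also reaching it, limit read from the data, passing the limit was not always enough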;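 note: fluorescence polarization rise as delta FosB binds a TAMRA Cdk5 AP-1 oligo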
# Target sequence (P13346 whole entry, looked up): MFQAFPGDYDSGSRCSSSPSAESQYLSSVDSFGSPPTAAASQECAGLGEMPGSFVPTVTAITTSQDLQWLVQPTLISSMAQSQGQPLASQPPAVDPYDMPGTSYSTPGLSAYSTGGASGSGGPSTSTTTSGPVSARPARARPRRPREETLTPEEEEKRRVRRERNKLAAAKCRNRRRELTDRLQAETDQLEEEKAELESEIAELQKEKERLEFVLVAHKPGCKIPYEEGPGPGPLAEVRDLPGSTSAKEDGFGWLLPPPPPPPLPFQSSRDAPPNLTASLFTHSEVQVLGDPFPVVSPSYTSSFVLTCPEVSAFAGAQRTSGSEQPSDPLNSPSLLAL
# NSD2 HMT inh = NSD2 (human) methyltransferase inhibition | 0.54% of 310,000 active | inhibition, % at 12.5 µM | AID 743445 | NSD2 peptide methylation, AlphaScreen, 120 min; in the data active = inhibition above about 50%
# CDK5 p35 inh = blocks human CDK5/p35 kinase activity | Recombinant CDK5/p35, ADP-Glo luminescence, 60 min | inhibition, % at 10 µM | 0.01% of 330,000 active | AID 488839;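 active = highest replicate inhibition of at least 50% and at least 75% of replicates reaching 50%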;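 note: plate controls were DMSO neutral control for no effect and GW8510 at 10 µM for full effect; many of its hits are not listed in these tables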
# Target sequence (Q00535 whole entry, looked up): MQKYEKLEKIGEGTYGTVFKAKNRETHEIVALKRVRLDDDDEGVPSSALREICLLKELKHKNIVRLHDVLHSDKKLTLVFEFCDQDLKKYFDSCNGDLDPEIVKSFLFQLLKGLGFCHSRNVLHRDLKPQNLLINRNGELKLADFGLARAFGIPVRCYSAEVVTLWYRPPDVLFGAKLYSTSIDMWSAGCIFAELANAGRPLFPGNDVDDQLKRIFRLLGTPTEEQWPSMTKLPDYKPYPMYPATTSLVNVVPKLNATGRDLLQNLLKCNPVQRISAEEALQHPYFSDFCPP
# Target sequence (Q15078 whole entry, looked up): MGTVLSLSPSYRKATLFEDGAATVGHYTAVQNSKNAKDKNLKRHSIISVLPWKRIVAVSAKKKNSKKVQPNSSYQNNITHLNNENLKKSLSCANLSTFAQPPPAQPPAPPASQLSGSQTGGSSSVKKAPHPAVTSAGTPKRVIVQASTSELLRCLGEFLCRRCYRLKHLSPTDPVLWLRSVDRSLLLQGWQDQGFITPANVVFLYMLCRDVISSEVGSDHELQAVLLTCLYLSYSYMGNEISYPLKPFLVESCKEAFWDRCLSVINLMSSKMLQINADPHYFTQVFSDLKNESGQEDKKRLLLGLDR
# RTF Ca sens inh = cardiac RTF calcium desensitization; P19429+P45379; IANBD-labeled cardiac RTF, Ca2+ fluorescence; inhibition, % at 7.15 µM; 0.12% of 340,000 active; AID 493244;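 active = inhibition above the mean inhibition of all tested compounds plus 3 SD, cut at about 17% in these data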;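 note: assay run at fixed EC70 calcium of 1.6 mM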
# Rtt109 HAT inh = inhibitors of Candida albicans Rtt109/Vps75 histone acetyltransferase. Q5AAJ8. purified Rtt109/Vps75, ThioGlo CoA-SH fluorescence, 4 h. inhibition, % at 34.9 µM. 0.16% of 330,000 active. AID 540336;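 active = inhibition of at least 50% in every replicate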
# PvdQ acylase = blocks Pseudomonas aeruginosa PvdQ acylase activity; purified PvdQ acylase, fluorescence plate reader; inhibition, % at 10 µM; 0.063% of 340,000 active; AID 488965; in the data active = inhibition above about 30%, passing the limit was not always enough;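 note: 0% = vehicle neutral wells and 100% = reference inhibitor wells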
# C-LANA FP = inhibitors of KSHV LANA C-terminal domain DNA binding; MBP-C-LANA/FAM-LBS DNA binding, fluorescence polarization; inhibition, % at 9 µM; 0.078% of 340,000 active; AID 504423;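 active = highest replicate inhibition at or above 60% at 9 µM, even if other replicates fall short; inactive = all replicates below 60% inhibition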;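 note: 0% = neutral control wells and 100% = 4 µM acridine orange control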
# RTF Ca sens act = cardiac RTF calcium sensitization. P19429+P45379. activation, % at 7.2 µM. 0.24% of 340,000 active. IANBD-labeled TnC RTF fluorescence at EC20 calcium; 0% EC20 calcium, 100% full calcium. AID 493008;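 active = activation above the mean over all tested compounds plus 3 SD, cut at about 30% in these data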;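 note: rise in fluorescence read as greater calcium sensitivity of cardiac thin filaments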
# PfHsp90 yeast 2 = reduces growth (ATP signal) of yeast expressing P. falciparum Hsp90; S. cerevisiae expressing PfHsp90, BacTiter-Glo ATP, 48 h; yeast lacking PDR1 and PDR3 efflux regulators; inhibition, % at 9.4 µM; 0.32% of 310,000 active;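 active = every replicate shows inhibition above about 80%, whatever the replicate mean, limit read from the data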;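 note: 0% = DMSO neutral controls and 100% = 20 µM radicicol positive controls; yeast relying on Plasmodium falciparum Hsp90 in place of its own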
# Mot1-301 SUMO = SUMOylation pathway inhibition by Mot1-301 growth rescue | growth rescue, % at 18.8 µM | 1% of 320,000 active | S. cerevisiae Mot1-301 growth rescue, ATP luminescence, 38.5C; percent above DMSO median, 100 means doubled | AID 2716;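 active = every valid replicate shows activation above 250% relative to neutral control wells; inactive = the rest, any valid replicate at or below 250%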;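 note: OY570 slx delta 5 strain wells were the positive control but not used for scaling; some compounds called inactive have numbers as strong as hits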
# Keap1-Nrf2 PPI = disrupts human Keap1 binding to Nrf2 peptide | Keap1 Kelch-Nrf2 peptide fluorescence polarization, 1536-well | inhibition, % at 9.4 µM | 0.15% of 340,000 active | AID 504523; in the data active = inhibition above about 12%;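 note: human Keap1 Kelch domain with fluorescein labeled Nrf2 9mer peptide probe; 0% = neutral control wells and 100% = peptide positive control; higher means more block of Keap1 binding to Nrf2 peptide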
# * = called active by the depositor; i = inactive; · = no result given.
# Results follow in this order: dFosB activator, NSD2 HMT inh, CDK5 p35 inh, RTF Ca sens inh, Rtt109 HAT inh, PvdQ acylase, C-LANA FP, RTF Ca sens act, PfHsp90 yeast 2, Mot1-301 SUMO, Keap1-Nrf2 PPI
Cc1ccc(S(=O)(=O)[N-]c2nc3ccccc3nc2-n2cc[n+](Cc3ccccc3)c2)cc1
 : -15, -3, 0.4, 0, 9, 18, 0.2, 4, 11, -9, 1
O=C(CN1C(=O)c2ccccc2C1=O)NCC(=O)OCC(=O)c1cccc([N+](=O)[O-])c1
 : 13, -3, -1.1, 8, -2, -7, 0.5, 1, 5, 15, -3
Cc1cccc(N2CCN(C(=O)c3ccc(CS(=O)(=O)c4ccccc4C)o3)CC2C)c1 (configuration not stated)
 : -14, 4, 1.2, -4, -5, -6, -1.4, -2, ·, -16, -1
O=C(O)c1cccc(S(=O)(=O)Nc2ccccc2N2CCOCC2)c1
 : -4, 0, 0.2, 2, 8, -6, 0.3, 1, -18, -10, -3
CC1(C)CC(=O)C(C=Nc2ccccc2Sc2ccccc2)=C(O)C1
 : -8, -6, -1.3, 2, 3, 2, 0.9, 0, -15, 9, -2
COc1ccc(OCC(=O)NCCCCCCNC(=O)COc2ccc(OC)cc2)cc1
 : 1, 18, -0.8, 1, 11, 6, -0.6, -2, 0, -6, 4
O=C(Nc1ccc2c(c1)OCO2)N1CCN(c2ccccc2Cl)CC1
 : 6, 4, 0.5, -1, 10, 7, -0.7, -1, -1, 5, 3
COc1ccccc1C(C)NC(=O)Cc1ccc(S(=O)(=O)N2CCOCC2)s1 (configuration not stated)
 : -9, -2, 1.7, -3, -1, -3, -0.4, -5, -11, -10, 1
Cn1cccc1Cc1nnc(SCC(=O)NC2CCCCC2)n1-c1ccc(F)cc1
 : -2, ·, 0.2, -5, 14, -12, 0.5, 11, -1, 67, -1
CC12CCCCC1N(O)C(=O)C(=O)N2O (configuration not stated)
 : 0, 0, 0.2, -10, 5, -12, -0.5, -1, -18, 34, -4
CC1CCCN(C(=O)CN2C(=O)c3ccccc3C2=O)C1 (configuration not stated)
 : 0, 5, 2.2, -1, 8, -10, 1.8, 2, 2, 20, 2
CCC(=O)N1CCc2cc(S(=O)(=O)NCCCN3CCN(Cc4ccccc4)CC3)ccc21
 : -13, -1, -1.2, -1, 4, -22, -1.4, 3, 3, 103, -3
Cc1[nH]c2ccccc2c1/C=N/NS(=O)(=O)c1ccccc1
 : -7, 1, -0.4, -10, 5, 4, 0.4, -1, -13, 518, -1
Cc1cc(NC(=O)CCC(=O)N(c2ccc(F)cc2)C(C(=O)NC2CCCC2)c2ccncc2)no1 (configuration not stated)
 : -8, 1, -0.6, -4, 1, -7, -0.9, 11, -2, -21, -4
COc1ccc(NC(=O)CSc2nnc(-c3ccco3)n2N)cc1Cl
 : -9, -5, -0.1, -2, -2, 3, -2.6, 5, 2, 110, 1
CC1CCC2C(=O)N(c3cccc(C(=O)Nc4ccccc4Cl)c3)C(=O)C2C1 (configuration not stated)
 : -8, 10, -0.4, -7, 2, -13, -0.3, 0, 25, 2, -1
Cc1cccc(N2CN(S(=O)(=O)c3cccc([N+](=O)[O-])c3)c3nc4ccccc4nc32)c1
 : 2, -1, -1.4, 5, -3, -16, 3.9, 5, -11, -12, -3
O=c1c2ccccc2nc2n1CCCCN2
 : -1, 10, 0.0, -2, -10, -8, -0.3, 6, 29, -4, 3
O=C(CCNS(=O)(=O)c1ccccc1Cl)OCc1nnc(-c2ccccc2Cl)o1
 : -6, -3, 0.0, 5, -4, -9, 2.1, -2, -7, -14, 4
CN(N=Cc1cccc2cccnc12)c1ccc([N+](=O)[O-])cc1[N+](=O)[O-]
 : 15, -1, -1.2, 1, 5, -20, -2.1, 0, 11, ·, 0
Cc1ccc(-c2ccc(CCC(=O)O)o2)cc1
 : -3, ·, 1.0, 0, 3, 8, -2.3, 2, -25, 10, -6
CCCn1cc(CN2CCC(n3nccc3NC(=O)c3ccccc3)CC2)c(C)n1
 : -1, -1, 0.1, -5, -4, -6, -1.1, -1, 12, -5, 1
Fc1ccc(-c2csc(NC3=NCCC3)n2)cc1
 : 0, -1, -0.3, -16, -13, -19, 1.6, 4, -6, -6, -3
CN(Cc1cccnc1)C(=O)CC1C(=O)NCCN1CC(c1ccccc1)c1ccccc1 (configuration not stated)
 : -9, -1, -0.2, -5, -6, 0, 0.5, -4, 14, -29, -1
CCCCCC1CCC(c2ccc(/C(N)=N/O)cc2)CC1 (configuration not stated)
 : 3, -2, -0.1, -14, 0, -4, -0.4, -8, -44, 551, -3
Cc1ccc(S(=O)(=O)N2CCN(C)CC2)cc1C
 : -4, 0, 1.0, 2, -2, -4, -1.6, -5, 2, -1, -3
O=C(Nc1ccc(N2CCOCC2)cc1)c1cc(F)c(F)cc1Cl
 : -10, 9, 0.8, -13, -6, -6, 0.7, -8, -20, 5, -2
Nc1nnc(SCC(=O)N2CCN(c3ccccc3)CC2)s1
 : 3, -3, -1.6, -12, 10, -18, 1.9, -5, -19, -1, -1
CCc1ccc(NC(=O)N(Cc2cccnc2)Cc2ccco2)cc1
 : 1, 10, 0.6, -5, 15, 6, -0.5, -2, 0, -8, 0
NC(=O)Cn1cc(/C=N/NC(=O)c2ccc(Cn3cc(Cl)cn3)o2)c(-c2ccccc2)n1
 : 36*, -1, 0.7, 4, -2, -5, 1.4, 4, 4, 13, -3
Cc1ccccc1NC(=O)c1ccc2c(c1)CCN2S(C)(=O)=O
 : 4, 0, 1.0, -6, 3, 11, 0.5, 0, 10, -25, -1
CCCc1cc(=O)[nH]c(SCC(=O)c2ccc(S(=O)(=O)N3CCCC3)cc2)n1
 : -8, 1, -1.9, 2, 11, -3, 0.4, 10, ·, -23, -6
O=C(NCc1ccccn1)c1cn(Cc2ccccc2)nn1
 : 1, -7, 0.3, 6, 4, -12, 2.0, 5, 35, 5, -6
COC(=O)CN1C(c2ccc(Cl)cc2)=Nc2ccc(Cl)cc2C1c1ccccc1 (configuration not stated)
 : -3, 2, 0.2, -13, -3, -15, -1.4, 8, -18, 61, -2
CCC(C)NC(=O)c1cc2cc3ccc(OC)cc3nc2o1 (configuration not stated)
 : 0, -2, 0.1, -6, -3, -13, ·, 3, 12, 3, ·
C=C(C)c1ccc(C(C)(C)NC(=O)N2CCN(C)CC2)cc1
 : 1, 1, 0.1, -11, 2, 2, 0.1, -2, 6, -5, -4
Cc1ccc(Sc2ccc(C(=O)N(C)C)cc2[N+](=O)[O-])cc1
 : -14, 32, -0.1, -1, 6, 1, 0.4, -2, 4, -1, -1
CSc1ccccc1NC(=O)COC(=O)c1ccc(O)cc1
 : -7, -7, -0.4, -9, 11, -3, 0.8, -2, 4, 16, -4
Cc1ccc2cc3c(NC(=O)c4cccnc4)nn(C)c3nc2c1
 : 7, 0, -1.2, -7, 2, -20, 0.7, -2, 2, -5, 0
O=C(CSc1ncc(C(=O)O)n1-c1ccc(F)cc1)NCc1ccc2c(c1)OCO2
 : 5, -1, -0.3, -4, ·, 4, 0.6, -4, -2, -2, 0
CNC(=S)N/N=C/c1cn(Cc2ccc(C)cc2)c2ccccc12
 : 2, 0, -0.1, 1, -13, 7, -0.1, -16, -63, -10, 1
Cn1cc(C=O)c2cc(F)ccc21
 : -1, ·, -6.0, -17, 1, -15, -0.1, 4, -7, 12, -4
Cn1nc(-c2ccccc2)cc1NC(=O)Nc1ccccc1F
 : 2, 17, 0.0, ·, 23, 0, -0.2, ·, -8, -21, -4
COc1cccc(CNCc2ccccc2OC)c1
 : 1, -4, 0.2, -1, 0, -5, -1.4, -8, 13, 14, 6
CCOC(=O)C(=O)N1CCN(CC)CC1
 : -4, -2, -0.4, -9, 10, -18, -0.3, 12, 32, 2, -4
O=C(O)CCCCC1SCC2NC(=O)NC21 (configuration not stated)
 : 2, ·, -1.7, -15, 5, -8, -5.6, 6, -8, -8, 4
CC(C)(C)NC(=O)C(c1ccncc1)N(C(=O)Cn1nnc(-c2ccc(F)cc2)n1)c1ccccc1 (configuration not stated)
 : -4, 14, 1.1, -8, -9, -10, 0.4, 3, 2, 11, -5
O=S(=O)(NCc1cc(-c2ccccc2Cl)no1)c1ccc(Cl)cc1
 : -15, -1, 0.0, -11, 15, 6, 2.4, -2, ·, i, 2
CC(C)(C)C1CCc2nc(NC(=O)Cc3cn4ccsc4n3)sc2C1 (configuration not stated)
 : 4, 3, -2.2, -21, -1, -9, -1.4, -1, -10, 22, -1
CCCCCOc1ccc(C(C)(O)C(CN2CCOCC2)c2ccccc2)cc1 (configuration not stated)
 : -17, ·, -1.3, -1, 3, -3, 2.0, -1, -25, 45, -4
O=C(CSc1cn(CCNC(=O)c2c(F)cccc2F)c2ccccc12)NCC1CCCO1 (configuration not stated)
 : 3, 1, -0.5, -13, -4, -4, -0.1, 1, 7, -15, 3
COc1ccc(NC(=O)C(c2ccc(OC)cc2)N(C)C(=O)c2cnccn2)cc1 (configuration not stated)
 : -3, ·, -1.7, 0, 0, -4, -0.4, 1, 11, 11, -6
CCCNC(=O)C(Cc1cccc(Br)c1)NC(=O)c1ccc(C#N)cc1 (configuration not stated)
 : 5, ·, -1.4, -16, -1, -17, -0.2, 7, -3, -7, -8
COc1ccc(OC)c(CNC(=O)CCc2cn(C)c3ccccc23)c1
 : -4, 4, 1.1, 4, 12, 12, -0.6, -2, 2, -13, -6
COC(=O)c1[nH]c2ccc(Br)cc2c1NC(=O)CN1CCCc2ccccc21
 : -12, -2, -3.4, 2, -9, -14, 2.0, 4, -18, -10, 0
Cc1c(C(=O)NNC(=O)c2cccnc2)cccc1[N+](=O)[O-]
 : 3, -2, 0.5, 2, 6, 1, -0.9, -1, 30, 4, 0
CCCc1cc(=O)[nH]c(SCC(=O)Nc2ccc(C)cc2)n1
 : 4, 2, -0.2, 1, -7, -7, -0.1, 3, -19, -22, -1
O=C(/C=C/c1ccccc1F)c1ccoc1
 : -5, 0, 0.3, 1, 7, -15, 1.5, 1, 2, -22, -6
Cc1ccc(S(=O)(=O)NCCC(=O)NCCc2ccccc2)cc1
 : 0, 1, -1.4, -11, -7, -5, 0.4, 0, 7, ·, 1
CCOC(=O)c1c(NC(=O)CSc2nnnn2-c2ccccc2)sc2c1CCC(C)C2 (configuration not stated)
 : 1, 2, 0.2, -9, -11, -11, 0.5, -1, -19, -3, 2

# Further structures:
# Results follow in this order: dFosB activator, NSD2 HMT inh, CDK5 p35 inh, RTF Ca sens inh, Rtt109 HAT inh, PvdQ acylase, C-LANA FP, RTF Ca sens act, PfHsp90 yeast 2, Mot1-301 SUMO, Keap1-Nrf2 PPI
N#Cc1cccc(C(=O)Nc2ccccc2C(=O)NC2CC2)c1
 : -3, -3, -0.7, 8, 4, -2, -0.1, -5, ·, ·, -2
COCCn1c(CN2CCN(c3cccc(Cl)c3)CC2)nc2c1c(=O)n(C)c(=O)n2C
 : -3, ·, 0.3, -5, -1, -7, -0.2, 3, 32, -3, 1
C/C(=C\c1ccccc1)CN1CCN(C)CC1
 : -4, 3, 2.0, 0, 2, -14, 2.1, 3, -9, -25, 0
CC(=O)Nc1ccc(C(=O)OCC(=O)Nc2c(C)n(C)n(-c3ccccc3)c2=O)cc1
 : 3, 1, -0.8, 0, 15, 3, -2.1, -2, 3, 113, -7

# Source: PubChem (several laboratories)
